Assay outcomes: PubChem, National Center for Advancing Translational Sciences (NCATS)
GLA spleen mod: inhibitors or activators of human alpha-galactosidase in spleen homogenate. P06280. human spleen homogenate, 4MU-alpha-Gal fluorescence, 40 min. Potency, µM (top dose mostly 80 µM), without a hit: at the top dose activity change, negative = inhibition, usual class: inhibitors. 0.008% of 240,000 active. AID 2107;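 also: 0% = enzyme with vehicle and -100% = no enzyme basal signal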
Target sequence (P06280 32-429 limits assumed): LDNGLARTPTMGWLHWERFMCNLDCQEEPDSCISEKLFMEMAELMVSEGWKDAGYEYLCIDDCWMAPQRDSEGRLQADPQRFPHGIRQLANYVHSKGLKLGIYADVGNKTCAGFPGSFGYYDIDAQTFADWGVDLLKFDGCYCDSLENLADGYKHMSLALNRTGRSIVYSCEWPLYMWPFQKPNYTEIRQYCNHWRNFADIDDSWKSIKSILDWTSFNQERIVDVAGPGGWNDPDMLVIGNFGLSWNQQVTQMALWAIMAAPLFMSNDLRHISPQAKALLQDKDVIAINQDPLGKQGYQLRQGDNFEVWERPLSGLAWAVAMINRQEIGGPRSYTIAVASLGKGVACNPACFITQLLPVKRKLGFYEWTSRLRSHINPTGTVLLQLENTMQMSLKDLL
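Human spleen homogenate (1 ug) was the enzyme source, with 4-methylumbelliferyl-alpha-D-galactopyranoside (1 mM final) in pH 5.0 citrate buffer with 0.01% Tween-20. Compounds were titrated; after 40 min at 37C, NaOH/glycine stop, 4-MU fluorescence read; AC50 from Hill fits.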
Epigenetic reg: derepresses silenced GFP reporter in murine cells; murine LDR cells, GFP reporter derepression, 30 h; Potency, µM (doses to about 53.9 µM), for the others: at the highest dose GFP activation, hits mostly activators; 0.2% of 280,000 active; AID 1865; also: % of control where 0% means no effect; nearly all actives have a fitted effect of over 60% in size
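Reporter derepression read as number of fluorescent GFP-positive objects, 20-120 um in size, counted by laser-scanning cytometer. Mouse LDR line with an epigenetically silenced CMV-GFP locus; compound incubation 30 h, 37 C.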
GAA inhib: blocks human lysosomal alpha-glucosidase | purified human GAA, 4-MU-alpha-glucoside fluorescence | Potency, µM (top dose mostly 76.9 µM), inactives show top-dose activity change, negative = inhibition, usual class: inhibitors | AID 1466 | 0.005% of 200,000 active;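 also: plate controls were uninhibited enzyme wells for no effect and no-enzyme background for full effect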
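Enzyme (4 nM final) mixed with compound (up to 77 uM), then 4-MU-alpha-D-pyranoside (400 uM final) added; 20 min at room temperature, pH 5.0. Reaction stopped at pH 10, fluorescence read, AC50 derived by Hill fit.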
aGlu spleen mod: inhibits or activates alpha-glucosidase in human spleen homogenate; human spleen homogenate, 4-MU-alpha-glucoside fluorescence; Potency, µM (doses to about 79.9 µM), inactives show at the top dose activity change, negative = inhibition, usual class: inhibitors; 0.006% of 240,000 active; AID 2112;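 also: 0% = enzyme with vehicle and -100% = no enzyme basal signal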
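Enzyme source: human spleen homogenate, 1 ug/well. Buffer 50 mM citric acid/K phosphate pH 5.0, 0.01% Tween-20. 4-MU-alpha-glucoside 1 mM; 37 C x 40 min; NaOH/glycine stop; fluorescence.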
Tau fluor cs: counter-screen for tau fibril formation inhibitors; tau K18 P301L Alexa594 fluorescence, heparin fibrillization; Potency, µM (top dose mostly 57.7 µM), inactives show at the top dose activity change, negative = decrease; 0.93% of 280,000 active; also: % is scaled to controls: 0 for no effect and ±100 for the full control effect; nearly all actives have a fitted effect of over 55% in size
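Human tau K18 P301L (15 uM unlabeled, 0.24 uM Alexa 594-labeled) in 100 mM sodium acetate pH 7 with 20 uM heparin, 6 hr at 37 C. ThT 30 uM added, 1 hr ambient; Alexa 594 FP and total fluorescence read at 555/632 nm.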
ALDH1A1 inh: inhibitors of human aldehyde dehydrogenase 1A1; Purified ALDH1A1, NADH fluorescence, propionaldehyde substrate; Potency, µM (series often up to 75.3 µM), for the others: at the highest dose activity, negative = inhibition, actives largely listed as inhibitors; 7.3% of 220,000 active; active = well fitted inhibition curve with a large enough effect, not every such curve was filed as active; inconclusive = small, poorly fitted or top-dose-only effect, or another doubt; inactive = no such curve, though single readings can be large or run the other way;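 also: plate controls were no enzyme wells and a reference inhibitor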
GAA glycogen: inhibitors or activators of human alpha-glucosidase glycogen cleavage | P10253 | recombinant GAA, glycogen substrate, Amplex Red glucose oxidase fluorescence | Potency, µM (doses to about 76.4 µM), without a hit: at the top dose activity change, negative = inhibition, hits mostly inhibitors | 0.38% of 300,000 active | AID 2100;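 also: 0% = full enzyme reaction and -100% = no-enzyme basal signal; the screen sought inhibitors and activators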
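Natural-substrate format: glycogen cleavage by 4 nM human enzyme, glucose read by Amplex Red coupling (Ex 573, Em 610 nm). Normalized to enzyme and no-enzyme controls.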
NPSR antagonist: neuropeptide S receptor (human) antagonism, cAMP; Q6W5P4; 1% of 220,000 active; CHO-NPSR cells, cAMP TR-FRET, antagonist mode; Potency, µM (titrated, usually from 38.3 µM), for inactives: at the top dose activity change, negative = inhibition, most hits filed as inhibitors; also: % is scaled to controls: 0 for no effect and ±100 for the full control effect; nearly all actives have a fitted effect of over 50% in size; many of its hits are not listed in these tables
Target sequence (Q6W5P4 whole entry, looked up): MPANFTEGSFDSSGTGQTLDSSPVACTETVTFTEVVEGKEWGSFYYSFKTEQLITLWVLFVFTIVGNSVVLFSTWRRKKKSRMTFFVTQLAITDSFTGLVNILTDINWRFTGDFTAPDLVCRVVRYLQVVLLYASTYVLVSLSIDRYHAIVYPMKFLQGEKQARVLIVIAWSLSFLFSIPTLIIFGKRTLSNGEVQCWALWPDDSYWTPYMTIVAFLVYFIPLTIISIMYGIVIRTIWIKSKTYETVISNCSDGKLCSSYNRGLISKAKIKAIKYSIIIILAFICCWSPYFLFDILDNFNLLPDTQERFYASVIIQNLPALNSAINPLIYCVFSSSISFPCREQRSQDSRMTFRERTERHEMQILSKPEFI
An asterisk follows results filed as active; ? = inconclusive; nt = not tested or not shown; [ ] = another dose, or the depositor's remark. Unless noted, calls follow the shape of the dose curve; as a rule, active = well fitted curve in the direction sought with a large enough effect; inconclusive = small, poorly fitted or top-dose-only effect, or another doubt; inactive = no such curve, though single readings can be large; an effect the other way counts as inactive or inconclusive. Potency is read from the fitted curve at half-maximal effect. An excerpt; rates above refer to the full screens.

Each structure is followed by: GLA spleen mod	Epigenetic reg	GAA inhib	aGlu spleen mod	Tau fluor cs	ALDH1A1 inh	GAA glycogen	NPSR antagonist
1: Cc1ccc(-c2csc3ncn(CC#N)c(=O)c23)cc1
 : 0.4%	-4.3%	6.7%	-4.4%	-21.6%	?	-1.7%	10.5%
2: CC1(C)SC(=S)N(NC(=O)Nc2ccccc2)C1N(O)C(=O)Nc1cccc2ccccc12 (configuration not stated)
 : 8.3%	-3.2%	10.6%	6.4%	7.7%	10.8%	-23.9%	-23.6%
3: CN(C(=O)CSc1nnc(NCc2ccccc2)s1)C1CCS(=O)(=O)C1 (configuration not stated)
 : -3.8%	1.3%	1.6%	6.9%	-0.4%	-6.3%	3.1%	7.2%
4: COc1cccc(-c2onc3ccc(C4(C)OCCO4)cc23)c1
 : 4.8%	-0.4%	-19.5%	-3.6%	-19.5%	12.2%	-2.4%	-24.3%
5: COc1cc(/C=C/C(=O)N(Cc2ccccc2)c2ccccn2)cc(OC)c1OC
 : 1.9%	-0.6%	-4.2%	-0.6%	-3.7%	?	5.6%	-26.8%
6: Cc1ccc(-n2c(C)cc(/C=N/Nc3ccc([N+](=O)[O-])cn3)c2C)c(C)c1
 : -2.7%	6.7%	-2.1%	-7.9%	?	3.55µM*	-7.6%	15.2%[46.1 µM]
7: Cc1nnnn1-c1ccc(CC(=O)O)cc1
 : -17.4%	-0.1%	10.7%	-11.5%	5.3%	2.4%	-8.3%	9.9%
8: O=C1CSC(c2cccc([N+](=O)[O-])c2)N1c1c(F)cccc1F (configuration not stated)
 : 5.3%	1.3%	-4.7%	0.5%	-12.9%	?	2.7%	-3.2%
9: C=CCN(CC=C)S(=O)(=O)c1ccc2nc(NC(=O)C3CCCO3)sc2c1 (configuration not stated)
 : 3.2%	0.0%	3.8%	-1.8%	-13.8%	?	-6.1%	-1.7%
10: Cc1ccc2[nH]c3c(NCCN4CCOCC4)ncnc3c2c1
 : -3.3%	0.9%	?	-4.9%	-6.4%	-7.8%	-0.1%	0.3%[46.1 µM]
11: CCc1nc(N2CCOCC2)c(C#N)c2c1COC(C)(C)C2
 : 2.6%	-1.3%	1.7%	-0.8%	4.8%	?	9.8%	-4.7%[46.1 µM]
12: CC(C)c1cc(NC(=O)c2ccccc2)cc(C(C)C)c1O
 : -10.5%	-2.4%	-7.4%	-0.6%	-15.8%	3.4%	?	-41.8%
13: CCOC(=O)N1CCC(NC(=O)CCc2cn(C)c3ccccc23)CC1
 : -5.1%	-1.6%	-5.6%	-2.8%	-4.7%	-5.4%	-9.8%	-0.2%[46.1 µM]
14: COc1cccc(-c2nc(CS(=O)(=O)CC(=O)N3CCN(C)CC3)c(C)o2)c1
 : -4.0%	-1.0%	1.2%	0.8%	-1.1%	-2.1%	2.2%	6.5%[46.1 µM]
15: COc1ccc(-c2nnn(CC(=O)N(C3CCCCC3)C(C)C(=O)NC3CCCC3)n2)cc1OC (configuration not stated)
 : 2.4%	0.0%	-10.6%	-17.1%	-1.4%	10.6%	10.7%	-25.2%[46.1 µM]
16: CC1(c2nnc(-c3ccc(F)cc3)o2)CC(c2ccc(Cl)cc2)=NO1 (configuration not stated)
 : -0.9%	0.0%	nt	-10.6%	-24.9%	nt	-5.2%	-0.9%
17: C/C=C/c1ccc(OCCCN2C(=O)NC(C)(C)C2=O)c(OC)c1
 : -2.1%	-3.1%	0.2%	-3.9%	6.1%	14.1µM*	8.9%	-4.5%[46.1 µM]
18: Cc1ccsc1/C=N/N1CCN(C2c3ccccc3-c3ccccc32)CC1
 : -5.3%	-0.9%	8.1%	-5.7%	-21.0%	-1.8%	-7.2%	-9.7%[46.1 µM]
19: CCC(=O)Nc1ccc(S(=O)(=O)NCc2ccco2)cc1
 : -5.8%	-0.3%	2.6%	-5.9%	-5.1%	3.3%	-10.4%	-4.4%[46.1 µM]
20: CC(C)(C)OC(=O)NCCCC[C@@H](C(=O)N1CCN(C(=O)OC(C)(C)C)CC1)n1cc(C(CO)NC(=O)OC(C)(C)C)nn1 (some centres not stated)
 : -17.3%	0.0%	nt	-2.8%	3.3%	0.4%	-2.6%	-19.8%
21: CC(=O)Nc1ccc(OCc2ccc(S(=O)(=O)Cc3ccccc3)cc2)cc1
 : -3.3%	1.6%	-0.9%	0.0%	3.9%	3.2%	14.3%	21.9%
22: Cc1nc2ccccc2n1C1CC(=O)N(Cc2ccccc2)C1=O (configuration not stated)
 : 7.6%	-3.1%	-14.2%	8.0%	-11.3%	16.9%	-6.8%	1.2%[46.1 µM]
23: CCOc1ccc(C2N(c3ccc(F)cc3)C(=O)C3CCCN32)cc1OC (configuration not stated)
 : -3.9%	2.7%	0.6%	-23.7%	-3.7%	-1.9%	-3.0%	-3.3%[46.1 µM]
24: Cc1ccc(SCCC(=O)Nc2ccccc2C(=O)N2CCOCC2)cc1
 : 4.1%	-1.0%	3.2%	-2.1%	-0.3%	-2.7%	0.2%	3.1%
25: COc1ccc(CC(=O)Nc2ccccc2Oc2ccccc2)cc1
 : -0.1%	2.1%	?	1.3%	-6.9%	?	-11.3%	33.8%
26: Cc1cccc(OCC(=O)N/N=C/c2ccc3c(c2)OCO3)c1
 : -0.2%	-0.5%	10.1%	2.6%	-15.7%	6.8%	6.6%	13.7%
27: CCOC(=O)Cc1csc2nc(-c3ccccc3)nn12
 : 1.9%	-0.7%	0.9%	0.0%	-7.9%	2.4%	-8.8%	40.2%
28: Cc1onc(-c2ccccc2Cl)c1C(=O)N1CCN=C1SCc1cccnc1
 : 3.5%	-1.1%	3.1%	1.5%	-6.0%	4.1%	3.3%	-8.0%[46.1 µM]
29: Cn1c(COc2ccc(Br)cc2)nnc1SC1CCc2ccccc2C1=O (configuration not stated)
 : 6.6%	2.1%	-9.4%	-5.5%	?	22.4µM*	-27.9%	-47.3%
30: N#CC(C(=O)O)=C1CCCC1
 : -2.5%	-0.7%	3.7%	-4.1%	-3.1%	-0.7%	-4.0%	-5.3%[46.1 µM]

Quoted at random: 2 records from the list.
Each structure is followed by: GLA spleen mod	Epigenetic reg	GAA inhib	aGlu spleen mod	Tau fluor cs	ALDH1A1 inh	GAA glycogen	NPSR antagonist
17: C/C=C/c1ccc(OCCCN2C(=O)NC(C)(C)C2=O)c(OC)c1
 : -2.1%	-3.1%	0.2%	-3.9%	6.1%	14.1µM*	8.9%	-4.5%[46.1 µM]
13: CCOC(=O)N1CCC(NC(=O)CCc2cn(C)c3ccccc23)CC1
 : -5.1%	-1.6%	-5.6%	-2.8%	-4.7%	-5.4%	-9.8%	-0.2%[46.1 µM]

Further compounds.
Each structure is followed by: GLA spleen mod	Epigenetic reg	GAA inhib	aGlu spleen mod	Tau fluor cs	ALDH1A1 inh	GAA glycogen	NPSR antagonist
31: Oc1c(C=C2N=c3ccccc3=N2)sc(=S)n1-c1ccccc1
 : -0.9%	3.2%	-5.7%	-3.2%	0.7%	?	16.5%	5.1%
32: O=C(CNC(=O)c1ccc2c(c1)OCO2)N/N=C(Br)/C=C/c1ccccc1
 : 3.8%	0.0%	?	-7.3%	6.1%	14.1%	8.8%	-18.7%
33: CC(=O)Nc1cccc(-c2csc(N)n2)c1
 : 12.9%	-0.1%	1.9%	9.3%	-6.1%	-6.4%	-1.8%	6.4%
34: CC(=O)Nc1ccc(NC(=O)CSc2ccc(-c3ccco3)nn2)cc1
 : 4.3%	-2.9%	6.9%	1.8%	-12.3%	7.08µM*	-9.2%	4.6%
35: CC(C)NC(=O)C1CCN(C2CCN(C(=O)c3ccc4cccc(F)c4n3)CC2)CC1
 : -1.8%	6.7%	nt	2.4%	-5.5%	nt	8.3%	11.7%
36: COc1cc(C(=O)CSc2nncn2C)cc(OC)c1OC
 : 5.7%	-3.1%	-2.7%	10.8%	-9.9%	12.6µM*	1.0%	2.4%[46.1 µM]
37: Cc1ccccc1NS(=O)(=O)c1cc(C(=O)NCCSC2CCCCC2)ccc1C
 : -13.2%	-1.2%	-2.8%	-3.6%	?	?	-9.9%	?
38: CC1CCN(CCCNC(=O)c2ccc3c(Cl)c4c(nc3c2)CCCC4)CC1
 : -0.7%	?	nt	-1.8%	-20.7%	nt	8.6%	6.1%
39: Cc1ccc2oc(Nc3nc(C)c(C)c(C)n3)nc2c1
 : 1.5%	6.4%	9.4%	-0.7%	-8.5%	-2.9%	-13.9%	-1.3%
40: CC(C)(C)S(=O)c1cccs1 (configuration not stated)
 : 5.8%	2.7%	2.4%	2.2%	1.2%	-2.9%	-1.3%	4.9%[46.1 µM]
41: CCN(CC)CC(O)CCCCCCCCC(=O)OC (configuration not stated)
 : 2.9%	-0.3%	nt	7.7%	-5.3%	nt	0.6%	12.8%
42: O=C(CN1C(=O)CCC1=O)Nc1nc(-c2ccc(Oc3ccccc3)cc2)cs1
 : 7.5%	-1.0%	8.3%	3.3%	7.8%	-5.3%	7.5%	6.3%
43: O=c1c(-c2cc(O)c(O)c(O)c2)coc2cc(O)c(O)c(O)c12
 : 1.4%	-1.3%	nt	-0.7%	?	25.1µM*	nt	nt
44: CC(C)(C)NC(=O)C(c1ccco1)N(C(=O)Cn1nnc(-c2ccc(F)cc2)n1)c1ccccc1F (configuration not stated)
 : 0.4%	-3.4%	-4.4%	-18.7%	-16.6%	-6.9%	-13.6%	20.6%[46.1 µM]
45: CCCCCCC(=O)N(O)C1CC(=O)N(c2ccc(F)cc2)C1=O (configuration not stated)
 : 3.5%	0.1%	nt	-14.9%	0.1%	nt	5.1%	-10.7%
46: CCCSc1ccc2nc(-c3ccccc3)cn2c1
 : 11.4%	1.0%	-5.4%	3.1%	-25.2%	?	-6.2%	?
47: CCN(C(=O)Cc1ccc(Br)cc1)C1CCCCC1
 : 3.0%	-0.7%	-3.5%	4.4%	-2.5%	-6.8%	-7.2%	-12.7%[46.1 µM]
48: COC(=O)c1c(C)[nH]c(/C=N/Nc2ccccc2)c1C
 : 5.2%	0.1%	nt	-4.5%	?	nt	?	15.1%
49: COC(=O)c1ccc(S(=O)(=O)N(Cc2ccccc2)Cc2ccccc2)n1C
 : 4.1%	10.1%	nt	3.4%	-11.4%	nt	9.1%	?
50: O=C(CN(Cc1ccc(F)cc1)S(=O)(=O)c1ccccc1)N1CCCCC1
 : -2.7%	3.0%	-2.6%	-2.1%	-14.1%	-4.0%	0.3%	-5.8%[46.1 µM]
